Statin myotox sup: suppressors of statin myotoxicity in C2C12 myotubes, primary screen, cell-based, single point, plate reader. C2C12 myotubes + simvastatin, ATP luminescence, 48 h; scaled: DMSO 0, geranylgeraniol control 100. rescue of ATP level, % at 7.49 µM. 330,000 compounds, 0.78% hits;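 active = mean ATP rescue above about 67%, or every replicate alone reaching that limit, limit read from the data, passing the limit was not always enough; inconclusive = no clear call, values can overlap the other calls; inactive = mean under the limit and some replicate under it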;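 also: myotubes were challenged with 10 µM simvastatin during compound exposure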
Cneo AK release: Cryptococcus neoformans cell lysis inducers, primary screen, AK release luminescence, single concentration; C. neoformans lysis, adenylate kinase release luminescence, 4 h; normalised: neutral wells 0, clomiphene wells 100; lysis activity, % at 15 µM; 360,000 compounds, 0.2% hits;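 active = mean lysis activity across replicates of at least 80%, whatever share of replicates individually reach that level; inactive = mean lysis activity below 80%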
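read-out = cell lysis signal | test system = log-phase Cryptococcus neoformans yeast cells | input = cells at 5 × 10^6 per mL | medium = fresh YPD growth medium | signal = luminescent adenylate kinase detection reagent | timing = 4 h at 37 °C static, read 1 h later | dosing = single dose | controls = Clomiphene as positive lysis control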
S100A4 MyoIIA: inhibitors of S100A4-myosin IIA peptide binding, primary screen, biochemical, fluorescence polarization, TAMRA-MyoIIA peptide | inhibition, % at 10.7 µM | Protein S100-A4 (Homo sapiens), P26447 | 360,000 compounds, 0.14% hits;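 active = mean inhibition of at least 70% across replicates, with every replicate also reaching that level; inconclusive = mean inhibition reaches 70% but some replicates fall short; inactive = mean inhibition below 70%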
Target sequence (P26447 whole entry, looked up): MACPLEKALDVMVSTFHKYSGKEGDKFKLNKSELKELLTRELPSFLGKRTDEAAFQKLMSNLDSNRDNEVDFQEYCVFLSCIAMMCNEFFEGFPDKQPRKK
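incubation = readout 5 min after mixing, signal stable up to 60 min | system = S100A4 monomer protein | buffer or medium = HEPES pH 7.2 with CaCl2, KCl, NaCl, DTT, Triton | benchmarks = neutral control DMSO, positive control TFP | also added = fluorescent myosin IIA peptide, 5 nM | compound dosing = one concentration per compound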
SIRT5 block: SIRT5 desuccinylase inhibitors, primary screen, biochemical, fluorescence imaging, single point, set 5. Purified SirT5, succinyl-peptide AMC, trypsin-coupled fluorescence. 330,000 compounds, 1.1% hits. inhibition, % at 15 µM; in the data active = inhibition above about 15%; inconclusive = no clear call, values can overlap the other calls
ERAP1 inh: human ERAP1 aminopeptidase inhibitors, primary screen, biochemical, single point, plate reader; recombinant ERAP1, Leu-AMC fluorescence, 60 min; Endoplasmic reticulum aminopeptidase 1 (Homo sapiens), Q9NZ08; 340,000 compounds, 0.15% hits; AID 652197, 2013; inhibition, % at 10.7 µM;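 active = mean replicate inhibition of at least 30%, or all replicates individually reaching that 30% level; inactive = mean below 30% and not every replicate reaching it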;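 also: 0% = neutral control wells and 100% = L-leucinethiol positive control wells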
Target sequence (Q9NZ08 whole entry, looked up): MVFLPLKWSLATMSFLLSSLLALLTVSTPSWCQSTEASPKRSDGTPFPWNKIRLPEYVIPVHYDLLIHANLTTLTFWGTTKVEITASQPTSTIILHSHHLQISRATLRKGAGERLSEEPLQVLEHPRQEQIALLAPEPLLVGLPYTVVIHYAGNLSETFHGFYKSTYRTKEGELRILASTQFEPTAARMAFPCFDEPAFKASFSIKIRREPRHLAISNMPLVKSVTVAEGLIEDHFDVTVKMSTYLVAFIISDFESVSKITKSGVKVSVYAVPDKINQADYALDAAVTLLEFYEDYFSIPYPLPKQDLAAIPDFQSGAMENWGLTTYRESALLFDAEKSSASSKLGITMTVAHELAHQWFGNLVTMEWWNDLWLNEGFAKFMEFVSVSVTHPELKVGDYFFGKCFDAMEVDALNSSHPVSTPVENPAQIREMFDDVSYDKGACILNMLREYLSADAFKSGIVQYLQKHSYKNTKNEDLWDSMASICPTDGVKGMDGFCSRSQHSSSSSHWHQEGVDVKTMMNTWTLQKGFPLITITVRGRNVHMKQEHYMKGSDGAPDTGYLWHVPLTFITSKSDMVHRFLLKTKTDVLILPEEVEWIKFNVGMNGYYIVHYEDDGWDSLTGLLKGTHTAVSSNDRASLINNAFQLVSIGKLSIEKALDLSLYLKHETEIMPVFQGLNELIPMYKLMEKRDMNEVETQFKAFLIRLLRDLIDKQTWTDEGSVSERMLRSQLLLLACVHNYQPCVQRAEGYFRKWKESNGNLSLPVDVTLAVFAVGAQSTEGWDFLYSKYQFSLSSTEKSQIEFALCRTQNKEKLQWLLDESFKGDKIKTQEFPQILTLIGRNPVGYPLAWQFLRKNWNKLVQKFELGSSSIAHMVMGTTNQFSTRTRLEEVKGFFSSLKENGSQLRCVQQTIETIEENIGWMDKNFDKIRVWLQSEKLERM
Xi reactivation: activators of inactive X chromosome reactivation, primary screen, imaging, XiGFP fibroblasts, GFP high-content imaging, set 2. AID 743238, 2013. XiGFP mouse fibroblasts, % GFP-positive cells imaging, 3 d; cells co-treated with 5-aza-dC sensitizer; scaled so ellipticine positive control = 100%. activation, % at 7.58 µM. 360,000 compounds, 0.055% hits;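 active = mean normalized replicate activation at least 10% and every replicate at or above 10%; inconclusive = only one of the two criteria met; inactive = mean below 10% and not all replicates reach 10%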;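 also: 0% = median of on-plate neutral control wells and 100% = ellipticine 6 µM median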
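System: 68-5-11 XiGFP fibroblast line; Timing: 3 days compound exposure; Compound dosing: one concentration, pinned; Benchmarks: positive control ellipticine, 6 µM final; Buffer or medium: DMEM containing 5-aza-dC.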
PGC1a acetyl inh: inhibitors of PGC1a acetylation signal, primary screen, cell-based, U2OS, AlphaScreen, inhibitor mode | inhibition, % at 15.6 µM | AID 651687, 2012 | 350,000 compounds, 0.17% hits | AlphaScreen anti-acetyl-lysine; with virally co-expressed GCN5 acetyltransferase;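 active = every replicate shows inhibition of at least 40%; inconclusive = mean inhibition at least 40% but some replicate below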;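 also: 0% = neutral control wells and 100% = positive control wells; some results beyond the cut were filed as inactive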
LGR2 inh: inhibitors of bursicon-induced LGR2 CRE-luciferase signal, primary screen, cell-based, HEK293, CRE-luciferase reporter, bursicon stimulation | 380,000 compounds, 0.35% hits | inhibition, % at 9.99 µM | AID 720647, 2013 | bursicon-stimulated, 4 h;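 active = drop in luminescence signal, shown as inhibition above about 50% in the replicate tests, limit read from the data, passing the limit was not always enough; inconclusive = probably only some replicates passing the limit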;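 also: agonist challenge used bursicon conditioned medium at about half maximal strength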
* hit, by the source's call.

For O=C(Cc1cccs1)NCc1ccccc1F the results were Statin myotox sup 0, S100A4 MyoIIA 5, SIRT5 block 0, ERAP1 inh 1, PGC1a acetyl inh -2 and LGR2 inh -6.
Screening COCC(=O)Nc1ccc2c(c1)[C@H]1C[C@@H](CC(=O)NCC3CC3)O[C@@H](CO)[C@H]1O2 returned Statin myotox sup 1, Cneo AK release -3, S100A4 MyoIIA -4, SIRT5 block -2, ERAP1 inh 0, Xi reactivation 0.0, PGC1a acetyl inh -7 and LGR2 inh 20.
For N#CCc1ccc(NC(=O)Cn2c(=O)oc3ccccc32)cc1 the results were Statin myotox sup -6, Cneo AK release 0, S100A4 MyoIIA -8, SIRT5 block -4, ERAP1 inh 4, Xi reactivation 0.1 and LGR2 inh 0.
Screening C/C=C/c1cnc2c(c1)C(=O)N([C@@H](C)CO)C[C@@H](C)[C@@H](CN(C)C(=O)Nc1ccc(F)cc1)O2 returned Statin myotox sup 5, Cneo AK release 62, S100A4 MyoIIA 19, SIRT5 block -1, ERAP1 inh 0, Xi reactivation -0.9, PGC1a acetyl inh 0 and LGR2 inh -3.
`COC(=O)c1ccccc1NC(=O)Cn1c(CCC(=O)O)ccc1-c1cccs1` gave Statin myotox sup inconclusive, Cneo AK release 1, PGC1a acetyl inh -5 and LGR2 inh 7.
`O=C(OC1CCOC1=O)c1cc(S(=O)(=O)N2CCOCC2)c(Cl)cc1Cl` (centres undefined) gave Statin myotox sup 1, Cneo AK release 0, S100A4 MyoIIA -11, SIRT5 block -4, ERAP1 inh -1, Xi reactivation 0.2, PGC1a acetyl inh -2 and LGR2 inh 3.
COCC(=O)Nc1ccc(-c2cn3cccnc3n2)cc1 was read as Statin myotox sup -11, Cneo AK release 11, S100A4 MyoIIA 1, SIRT5 block -46, ERAP1 inh -36, PGC1a acetyl inh -5 and LGR2 inh -20.
Cc1ccc(C(=O)OCC(=O)NC2CCS(=O)(=O)C2)c(C)c1 (centres undefined) was read as Statin myotox sup -1, Cneo AK release 1, S100A4 MyoIIA -3, SIRT5 block 11, ERAP1 inh -2, Xi reactivation 0.0 and LGR2 inh 12.
`NC(=O)CN1C(=O)C(=O)N(Cc2cccc(C(F)(F)F)c2)C1=O` gave Statin myotox sup 3, Cneo AK release -3, S100A4 MyoIIA -3, SIRT5 block -4, ERAP1 inh 0, Xi reactivation -0.1 and LGR2 inh 1.
Screening CC1CN(S(=O)(=O)c2ccc(C(=O)N(C)C3CCCCC3)cc2)CC(C)O1 (centres undefined) returned Statin myotox sup 2, Cneo AK release 6, S100A4 MyoIIA -4, ERAP1 inh 1, Xi reactivation -0.1, PGC1a acetyl inh -1 and LGR2 inh -17.
For C[C@H](CO)N1C[C@H](C)[C@@H](CN(C)S(=O)(=O)c2ccc(Cl)cc2)OCCCC[C@H](C)Oc2ccc(NS(=O)(=O)c3ccccc3)cc2C1=O the results were S100A4 MyoIIA -5, SIRT5 block 4, ERAP1 inh 0, Xi reactivation 0.1, PGC1a acetyl inh -10 and LGR2 inh 1.
Screening C=CCN1C(=O)c2ccc(C(=O)N(C)CC(=O)Nc3ccc(OCC)c(OCC)c3)cc2C1=O returned S100A4 MyoIIA -3, SIRT5 block -2, ERAP1 inh -3, Xi reactivation 0.0 and LGR2 inh -8.
OCCOCCn1c2ccccc2c2ccccc21 was read as Statin myotox sup 17, Cneo AK release -1, PGC1a acetyl inh 12 and LGR2 inh -26.
For CNC[C@@H]1Oc2ncc(-c3ccc(C)cc3)cc2C(=O)N([C@@H](C)CO)C[C@@H]1C the results were Statin myotox sup -2, Cneo AK release -4, S100A4 MyoIIA -10, SIRT5 block 2, ERAP1 inh -1, Xi reactivation -0.7, PGC1a acetyl inh -4 and LGR2 inh -1.
`CCOC(=O)/C(C#N)=C/C=C1/C=CC=CN1C` gave Cneo AK release -1, S100A4 MyoIIA -4, SIRT5 block 9, Xi reactivation inconclusive and PGC1a acetyl inh 2.
COC(=O)C1=C(O)C2(C(=O)O)CC(C(=O)OC)=C(O)C(C(=O)O)(C1)C2 was read as Statin myotox sup 4, S100A4 MyoIIA -3, SIRT5 block -2, ERAP1 inh 3, Xi reactivation 0.3 and LGR2 inh 0.
For O=C1[C@@H]2[C@H]3CC[C@H](C3)[C@@H]2C(=O)N1O the results were Statin myotox sup -4, Cneo AK release -1, S100A4 MyoIIA -4, ERAP1 inh 1, Xi reactivation 0.0, PGC1a acetyl inh 2 and LGR2 inh -11.
Screening CS(=O)(=O)c1ccc(NC(=O)c2ccccc2-n2cnnn2)cc1 returned Statin myotox sup 6, Cneo AK release -1, S100A4 MyoIIA 2, SIRT5 block -3, ERAP1 inh 11, Xi reactivation -0.1, PGC1a acetyl inh 8 and LGR2 inh -4.
`CCC1(c2ccccc2)C(=O)NCNC1=O` gave Statin myotox sup -1, Cneo AK release 0, S100A4 MyoIIA -2, SIRT5 block -3, ERAP1 inh -3, Xi reactivation 0.0, PGC1a acetyl inh 17 and LGR2 inh 2.
For O=C(COC(=O)CN1C(=O)c2ccccc2C1=O)Nc1ccccc1[N+](=O)[O-] the results were Statin myotox sup -5, Cneo AK release 0, S100A4 MyoIIA 0, SIRT5 block 0, ERAP1 inh 2, Xi reactivation 0.0 and LGR2 inh 2.
Screening CCCCn1c(=O)[nH]c2nc3cc(N)ccc3nc2c1=O returned Cneo AK release -1, S100A4 MyoIIA 10, SIRT5 block 3, ERAP1 inh 5 and Xi reactivation 0.0.
For Cc1ccccc1OCC(=O)N/N=C/c1sc(=O)n(Cc2cccc(C(=O)O)c2)c1Cl the results were S100A4 MyoIIA 3, SIRT5 block -3, Xi reactivation -0.2, PGC1a acetyl inh 7 and LGR2 inh 4.
COc1cccc(CNC(=O)c2cc(S(=O)(=O)N3CCOCC3)cn2C)c1 was read as Statin myotox sup -13, Cneo AK release 1, S100A4 MyoIIA -4, SIRT5 block -5, ERAP1 inh 4, Xi reactivation 23*, PGC1a acetyl inh 2 and LGR2 inh 7.
For O=C(Nc1c2c(nn1-c1ccc(F)cc1)CS(=O)(=O)C2)c1ccc2c(c1)OCO2 the results were Statin myotox sup 9, Cneo AK release 0, S100A4 MyoIIA 0, SIRT5 block -1, ERAP1 inh -2, Xi reactivation 0.2 and LGR2 inh 15.
CCCCOc1ccc(/C=N/NC(=O)c2nnn(-c3nonc3N)c2C)cc1 was read as Statin myotox sup -19, Cneo AK release -5, S100A4 MyoIIA -4, SIRT5 block -1, ERAP1 inh 0, Xi reactivation 0.0 and LGR2 inh -12.
For CC1(C)CC[C@]2(CO)CC[C@]3(C)C(=CCC4[C@@]5(C)CC[C@H](O)[C@@](C)(CO)C5CC[C@]43C)[C@@H]2C1 (some centres undefined) the results were Statin myotox sup 15, Cneo AK release 0, S100A4 MyoIIA -1, ERAP1 inh -1, Xi reactivation 0.0, PGC1a acetyl inh -3 and LGR2 inh 24.
NC(=O)[C@H]1CC2(CC(c3cccc(NC(=O)COc4ccc(Cl)cc4)c3)=NO2)CN1C(=O)c1ccc(Cl)cc1 (some centres undefined) was read as Statin myotox sup 24, Cneo AK release -7, S100A4 MyoIIA -10, SIRT5 block -1, ERAP1 inh -2, Xi reactivation 0.0 and LGR2 inh 7.
`COc1ccc(/C=C2\SC(=O)N(CC(=O)NNC(=O)c3ccccc3O)C2=O)cc1` gave S100A4 MyoIIA -2, SIRT5 block 0, ERAP1 inh -1, Xi reactivation 0.0 and LGR2 inh 12.
`CCOc1ccc(N2C(=O)C3CCCN3C2=S)cc1` (centres undefined) gave Statin myotox sup 0, Cneo AK release 1, S100A4 MyoIIA 1, SIRT5 block -1, ERAP1 inh 0, Xi reactivation -0.1 and LGR2 inh 3.
CCOC(=O)N1CCN(S(=O)(=O)c2ccc(Cl)cc2)CC1 was read as Statin myotox sup 10, Cneo AK release 5, S100A4 MyoIIA -2, SIRT5 block 5, ERAP1 inh 3, Xi reactivation 0.1, PGC1a acetyl inh -20 and LGR2 inh 21.
Screening Cc1cnc(N)c2c(=O)oc3ccccc3c12 returned Statin myotox sup 17, Cneo AK release -3, S100A4 MyoIIA -11, SIRT5 block -7, ERAP1 inh 8, Xi reactivation 0.1, PGC1a acetyl inh 9 and LGR2 inh -36.
COC/C=C/C1=CC(=O)C[C@H](c2ccc3c(c2)OCO3)C1 was read as Statin myotox sup 2, Cneo AK release -1, S100A4 MyoIIA 10, Xi reactivation 0.1, PGC1a acetyl inh 3 and LGR2 inh -5.
For COc1ccc(-c2nc(SC(C)C(=O)NC3CC3)n[nH]2)cc1 (centres undefined) the results were Statin myotox sup 2, Cneo AK release 2, S100A4 MyoIIA -2, SIRT5 block 0, ERAP1 inh 0, Xi reactivation -0.1 and LGR2 inh -6.
`CCCN(CCC)S(=O)(=O)c1ccc(C(=O)O)cc1` gave Statin myotox sup -1, Cneo AK release -1, S100A4 MyoIIA -16, SIRT5 block -3, ERAP1 inh 3, Xi reactivation 0.0, PGC1a acetyl inh 3 and LGR2 inh 5.
`CSCCC(NC(=O)c1ccc(Br)cc1)C(=O)O` (centres undefined) gave Statin myotox sup 5, Cneo AK release 5, S100A4 MyoIIA -8, SIRT5 block -4, ERAP1 inh -3, Xi reactivation -0.1, PGC1a acetyl inh -4 and LGR2 inh 1.
`COc1ccccc1CNC(=O)c1nnc(Cc2ccc(Cl)cc2)o1` gave Statin myotox sup 9, Cneo AK release -1, S100A4 MyoIIA 1, SIRT5 block -1, ERAP1 inh -1, Xi reactivation 0.1, PGC1a acetyl inh 8 and LGR2 inh -7.
Screening N/C(=N\NC(=O)c1cccs1)c1cc2ccccc2oc1=O returned Cneo AK release 5, S100A4 MyoIIA -2, SIRT5 block -1, ERAP1 inh 5, Xi reactivation 0.0 and LGR2 inh -12.

3 compounds picked at random from the list so far:
`CCCN(CCC)S(=O)(=O)c1ccc(C(=O)O)cc1` gave Statin myotox sup -1, Cneo AK release -1, S100A4 MyoIIA -16, SIRT5 block -3, ERAP1 inh 3, Xi reactivation 0.0, PGC1a acetyl inh 3 and LGR2 inh 5.
`CSCCC(NC(=O)c1ccc(Br)cc1)C(=O)O` (centres undefined) gave Statin myotox sup 5, Cneo AK release 5, S100A4 MyoIIA -8, SIRT5 block -4, ERAP1 inh -3, Xi reactivation -0.1, PGC1a acetyl inh -4 and LGR2 inh 1.
For COc1ccc(-c2nc(SC(C)C(=O)NC3CC3)n[nH]2)cc1 (centres undefined) the results were Statin myotox sup 2, Cneo AK release 2, S100A4 MyoIIA -2, SIRT5 block 0, ERAP1 inh 0, Xi reactivation -0.1 and LGR2 inh -6.

A portion of the library; the hit share may differ from the screen's.
